Screening data as filed in PubChem.
EWS-Fli block – blocks EWS/Fli oncoprotein-driven transcription | 350,000 tested, 0.67% active | inhibition, % at 12.6 µM | A673 NR0B1-luciferase reporter, viability-normalised;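 active = mean inhibition of at least 50% after viability correction, with every replicate also passing that limit; inconclusive = mean reaches 50% but only one of two replicates passes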;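 note: firefly luciferase signal divided by Alamar Blue viability fluorescence both relative to DMSO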
LGR2 inh – Drosophila LGR2 receptor signaling inhibition; HEK293 LGR2, CRE-luciferase, bursicon-stimulated, 4 h; inhibition, % at 9.99 µM; 380,000 tested, 0.35% active;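 active = drop in luminescence signal, shown as inhibition above about 50% in the replicate tests, limit read from the data, passing the limit was not always enough; inconclusive = probably only some replicates passing the limit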;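 note: agonist challenge used bursicon conditioned medium at about half maximal strength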
Casp6 inh – caspase-6 (human) enzyme inhibition | P55212 | purified caspase-6, Z-VEID-R110 cleavage fluorescence | inhibition, % at 12.5 µM | 350,000 tested, 0.53% active;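 active = mean inhibition across replicates at least about 35%, with every replicate also reaching that limit, limit read from the data; inconclusive = only one of the two criteria met; inactive = neither criterion met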;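 note: 0% = median of neutral control wells and 100% = no fluorescence left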
Target sequence (P55212 24-179 limits assumed): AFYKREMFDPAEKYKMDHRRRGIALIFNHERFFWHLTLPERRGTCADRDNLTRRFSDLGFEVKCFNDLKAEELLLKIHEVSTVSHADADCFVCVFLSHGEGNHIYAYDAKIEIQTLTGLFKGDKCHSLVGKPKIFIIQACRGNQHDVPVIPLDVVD
Target sequence (P55212 194-293 limits assumed): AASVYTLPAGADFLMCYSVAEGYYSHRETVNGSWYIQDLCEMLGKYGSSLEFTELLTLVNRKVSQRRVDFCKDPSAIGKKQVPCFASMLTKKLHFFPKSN
PAX8 inh HTS – PAX8 transcriptional activity inhibition | RMG-I TPO-luciferase reporter, SteadyGlo, 24 h | inhibition, % at 12.6 µM | 360,000 tested, 1.2% active;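 active = mean replicate inhibition at least 60% with every replicate also reaching 60%; inconclusive = only one of the two criteria is met; inactive = mean below 60% and not all replicates reaching 60%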;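 note: luciferase light reporting Pax8 driven TPO promoter activity; plate controls were median of neutral control wells for no effect and mitoxantrone controls for full effect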
DENV2 CPE – DENV2-induced cell death inhibition | DENV2-infected cells, cytopathic effect rescue, plate reader | CPE inhibition, % at 9.99 µM | 350,000 tested, 1.7% active; in the data active = CPE inhibition above about 20%, passing the limit was not always enough; inconclusive = no clear call, values can overlap the other calls; tested in BHK-21 cells;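 note: 0% = median of neutral control wells and 100% = median of positive control wells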
ARNT TACC3 PPI – disruptors of human ARNT/TACC3 interaction | Q9Y6A5 | AlphaScreen His-ARNT PAS-B/GST-TACC3 binding, luminescence; TACC3 fragment carries E629A point mutation | inhibition, % at 9.99 µM | 390,000 tested, 0.66% active;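 active = mean inhibition of replicates at least 50% and at least half of replicates each reaching 50%; inconclusive = half or more replicates reach 50% but mean below 50%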;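 note: 0% = complete ARNT plus TACC3 wells and 100% = ARNT alone without TACC3; many hits fall short of the cut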
SIRT5 inh – blocks human SIRT5 desuccinylation of peptide | Q9NXA8 | Purified SirT5, succinyl-peptide AMC, trypsin-coupled fluorescence | inhibition, % at 15 µM | 330,000 tested, 1.1% active; in the data active = inhibition above about 15%; inconclusive = no clear call, values can overlap the other calls
Target sequence (Q9NXA8 whole entry, looked up): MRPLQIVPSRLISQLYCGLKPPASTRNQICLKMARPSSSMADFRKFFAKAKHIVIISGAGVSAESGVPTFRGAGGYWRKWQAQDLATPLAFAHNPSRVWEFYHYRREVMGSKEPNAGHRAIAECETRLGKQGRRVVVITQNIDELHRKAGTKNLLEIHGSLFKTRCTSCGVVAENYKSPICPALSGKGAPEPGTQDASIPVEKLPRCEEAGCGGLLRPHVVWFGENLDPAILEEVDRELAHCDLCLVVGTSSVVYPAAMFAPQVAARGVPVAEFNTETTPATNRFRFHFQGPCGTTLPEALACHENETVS
* = called active by the depositor; ? = inconclusive; . = not tested or not shown; & = joins results of further samples.

SMILES	EWS-Fli block	LGR2 inh	Casp6 inh	PAX8 inh HTS	DENV2 CPE	ARNT TACC3 PPI	SIRT5 inh
Cc1ccc([C@H]2C[C@H](O)[C@@H](n3cc(-c4ccc(F)cc4)nn3)CN2Cc2cccs2)cc1	53*	8	-3	57	-7	.	-3
COc1ccc(CNc2ccc3c(c2)ncn3C)cc1OC	14	-3	-1	19	6	-6	2
CN(C(=O)COC(=O)c1n[nH]c2ccccc12)C1CCS(=O)(=O)C1 (stereo not given)	.	11	.	13	.	-3	.
CNC[C@@H]1Oc2ccc(NC(=O)C3CC3)cc2CC(=O)N([C@@H](C)CO)C[C@H]1C	-8	1	-5	-4	-3	-6	-1
Nc1ncnc2c1ncn2[C@@H]1O[C@H](CNCc2ccccc2OC2OC(CO)C(O)C(O)C2O)[C@@H](O)[C@H]1O (stereo not given in full)	-7	1	1	-3	14	-1	-3
CCOc1c2ccc(C(=O)NCc3ccco3)cc2nn1CC	-22	20	.	-24	.	-1	.
O=C(O)c1ccc(NC(=O)c2cn(-c3ccccc3)nc2-c2ccc(Br)cc2)cc1	-9	-30	15	-7	-4	0	13
N#CCCN(C(=O)COC(=O)CCC(=O)c1ccc(F)cc1)c1ccccc1	-1	-10	1	-8	0	2	3
CCc1cc(=O)oc2cc(C)cc(OCC(=O)NC(Cc3c[nH]c4ccc(O)cc34)C(=O)O)c12 (stereo not given)	-7	-32	6	.	18	-13	.
CSc1ncc2[nH]c(C(O)c3ccccc3)nc2n1 (stereo not given)	0	-37	2	.	3	-33	-7
CSCCC(NC(=O)c1ccco1)C(=O)N(C)CC(=O)Nc1ccccc1Br (stereo not given)	-6	4	-1	0	0	-4	7
CC(C)CC#Cc1cnc2c(c1)C(=O)N([C@@H](C)CO)C[C@@H](C)[C@@H](CN(C)C(=O)Nc1cccc(F)c1)O2	3	-13	1	28	1	3	2
COc1cc(NC(=O)C2(C)CCCN2C)cc(OC)c1OC (stereo not given)	-1	-11	-7	10	-10	.	.
O=C(NCc1ccco1)C(=O)NCc1ccccc1Cl	-7	2	.	-9	.	-19	.
CC(Sc1nc2ncc(Cl)cc2[nH]1)C(=O)c1c(N)n(C)c(=O)n(C)c1=O (stereo not given)	-6	6	0	0	-7	7	-2
COc1ccc2c3c([nH]c2c1)[C@H](CO)N(C(=O)c1ccc(F)cc1)CC31CCN(C(=O)NC(C)C)CC1	7	-1	2	19	5	.	-3
C[C@@H]1CN([C@@H](C)CO)C(=O)c2cccc(NC(=O)Nc3ccccc3)c2O[C@H]1CN(C)Cc1ccc(C(=O)Nc2ccccc2N)cc1	36	13	.	16	1	3	5
CN1C(=O)c2ccc(C(=O)Nc3cccnc3)cc2C1=O	-1	7	0	-8	17	0	2
CCC(=O)Nc1ccc2c(c1)OC[C@H](C)N(Cc1cccc(F)c1)C[C@H](C)[C@@H](OC)CN(C)C2=O	-1	12	-5	6	-14	2	3
CCCCC(=O)Nc1cc(OC)c(NC(=S)NC)cc1OC	-5	5	6	7	-2	2	.
CCOC(=O)C1CCN(C(=O)C2CCN(S(=O)(=O)c3cccc4nsnc34)CC2)CC1	0	3	2	5	2	0	9
Cc1ccccc1OCC(=O)NNC(=O)C1CCN(c2ncnc3sc(C)c(C)c23)CC1	19	-2	2	17	-6	0	1
C[C@H]1CCCCO[C@@H](CN(C)C(=O)Nc2ccc(F)cc2)[C@@H](C)CN([C@@H](C)CO)C(=O)c2cc(NS(=O)(=O)c3ccc(F)cc3)ccc2O1	-5	13	-1	15	-10	.	11
C[C@@H]1CN([C@@H](C)CO)C(=O)c2cc(NC(=O)Nc3ccccc3)ccc2O[C@@H](C)CCCCO[C@H]1CN(C)Cc1ccc2c(c1)OCO2	8	-1	-1	-15	3	23	-1
O=C1CCN(CCc2ccccc2)CCN1[C@H](COc1ccccc1)Cc1ccccc1	10	20	-2	14	12	-12	.
COc1ccc(/C=N/Nc2ccccc2C(=O)O)cc1	23	-24	2	-17	8	8	2
CCN1C(=O)[C@@H]2[C@@H](c3ccc(-c4ccc5c(c4)OCO5)cc3)N3CCCC[C@@]3(C(=O)OC)[C@@H]2C1=O	7	19	-2	21	?	1	.
Cc1ccc(S(=O)(=O)N(C)C[C@@H]2OCCCC[C@H](C)Oc3ccc(NC(=O)Nc4c(C)noc4C)cc3C(=O)N([C@@H](C)CO)C[C@H]2C)cc1	17	-17	-2	2	-7	0	-1
CN1C[C@@H]2[C@H](c3ccccc31)[C@H](CO)N2C(=O)Nc1ccccc1	6	5	.	6	.	-7	.
C[C@H](CO)N1C[C@H](C)[C@@H](CN(C)Cc2cccc(C(=O)O)c2)OCc2cn(nn2)CCCC1=O	-4	7	0	-11	-3	5	1
COc1ccc(NC(=O)C2CCC2)cc1S(=O)(=O)N1CCOCC1	-2	.	0	-10	?	-1	-1
COc1ccc(NC(=O)C2Cc3c(-c4cccc(C(C)=O)c4)ccnc3O2)cn1 (stereo not given)	42	2	0	3	0	.	-2
COc1ccc(CNC(=O)COC(=O)CCC(=O)c2cccs2)cc1	4	-3	1	14	5	5	-2
CC(=O)c1c(C)oc2c1C(=O)c1ccccc1C2=O	.	-4	2	10	7	2	.
O=C(CN1C(=O)/C(=C\c2ccccc2F)SC1=S)Nc1nc2ccccc2s1	13	-8	-3	-5	9	4	-5
COC(=O)CCSc1nc(N2CCOCC2)c2c(c1C#N)CC(C)(C)OC2	11	8	0	2	-2	11	0
C[C@@H]1CN([C@@H](C)CO)C(=O)c2cc(C3=CCCC3)cnc2O[C@@H]1CN(C)S(C)(=O)=O	-12	-3	.	-25	8	6	-1
CC(C)N(CCNC(=O)C1CCCN(c2ncnc3c2nc2n3CCCCC2)C1)Cc1ccccc1 (stereo not given)	6	0	-4	6	6	2	-1
C/C(=N\Nc1ncc(Cl)cc1Cl)c1ccc(N2CCOCC2)cc1	-28	-32	-3	-40	4	5	-2
CC(C)c1ccc(CC(=O)N2CCC2(C)C(=O)NS(=O)(=O)c2cccc(C#N)c2)cc1 (stereo not given)	0	-13	2	-5	7	.	.

An excerpt of these results, with values under each structure:
Value order – EWS-Fli block | LGR2 inh | Casp6 inh | PAX8 inh HTS | DENV2 CPE | ARNT TACC3 PPI | SIRT5 inh
- CCN1C(=O)[C@@H]2[C@@H](c3ccc(-c4ccc5c(c4)OCO5)cc3)N3CCCC[C@@]3(C(=O)OC)[C@@H]2C1=O
 : 7 | 19 | -2 | 21 | ? | 1 | .
- Cc1ccc(S(=O)(=O)N(C)C[C@@H]2OCCCC[C@H](C)Oc3ccc(NC(=O)Nc4c(C)noc4C)cc3C(=O)N([C@@H](C)CO)C[C@H]2C)cc1
 : 17 | -17 | -2 | 2 | -7 | 0 | -1
- CN1C[C@@H]2[C@H](c3ccccc31)[C@H](CO)N2C(=O)Nc1ccccc1
 : 6 | 5 | . | 6 | . | -7 | .
- C[C@H](CO)N1C[C@H](C)[C@@H](CN(C)Cc2cccc(C(=O)O)c2)OCc2cn(nn2)CCCC1=O
 : -4 | 7 | 0 | -11 | -3 | 5 | 1
- COc1ccc(NC(=O)C2CCC2)cc1S(=O)(=O)N1CCOCC1
 : -2 | . | 0 | -10 | ? | -1 | -1
- COc1ccc(NC(=O)C2Cc3c(-c4cccc(C(C)=O)c4)ccnc3O2)cn1 (stereo not given)
 : 42 | 2 | 0 | 3 | 0 | . | -2
- COc1ccc(CNC(=O)COC(=O)CCC(=O)c2cccs2)cc1
 : 4 | -3 | 1 | 14 | 5 | 5 | -2
- CC(=O)c1c(C)oc2c1C(=O)c1ccccc1C2=O
 : . | -4 | 2 | 10 | 7 | 2 | .
- O=C(CN1C(=O)/C(=C\c2ccccc2F)SC1=S)Nc1nc2ccccc2s1
 : 13 | -8 | -3 | -5 | 9 | 4 | -5
- COC(=O)CCSc1nc(N2CCOCC2)c2c(c1C#N)CC(C)(C)OC2
 : 11 | 8 | 0 | 2 | -2 | 11 | 0
- C[C@@H]1CN([C@@H](C)CO)C(=O)c2cc(C3=CCCC3)cnc2O[C@@H]1CN(C)S(C)(=O)=O
 : -12 | -3 | . | -25 | 8 | 6 | -1

Further compounds:
SMILES	EWS-Fli block	LGR2 inh	Casp6 inh	PAX8 inh HTS	DENV2 CPE	ARNT TACC3 PPI	SIRT5 inh
C[C@H](CO)N1C[C@H](C)[C@@H](CN(C)Cc2ccccc2)OCc2cnnn2CCCC1=O	9&2	11&13	-6&-3	11&-5	1&0	4	1&0
CC(=O)Nc1ccc(OCC(O)Cn2ccnc2C)cc1 (stereo not given)	0	-4	-2	-9	-1	.	-4
Cc1nc(SC(C)C(=O)c2c(N)n(C)c(=O)n(C)c2=O)c2c(C)c(C)sc2n1 (stereo not given)	12	3	49*	18	12	-1	2
CC=Cc1ccc2n(c1=O)C[C@@H]1[C@@H](CO)[C@H](C(=O)NCC3CC3)[C@H]2N1C(=O)C1CC1 (mixture of isomers)	-4	-14	3	-28	-3	-6	-16
COc1cccc(NC(=O)CCSc2nnc3scc(-c4ccccc4)n23)c1	.	-8	.	5	.	-3	.
O=C(NCc1ccco1)C1CC(=O)N(c2cccc(Cl)c2)C1 (stereo not given)	-3	7	2	8	18	-2	-2
Cc1ccccc1-c1cnc2c(c1)C(=O)N([C@H](C)CO)C[C@@H](C)[C@H](CN(C)Cc1ccccc1F)O2	-1	-14	0	.	2	11	5
Cc1ccc(NC(=O)COC(=O)c2cc(Cl)cc(Cl)c2)c(Br)c1	.	-3	.	3	.	-11	.
CCOC(=O)N1CCC(=NNc2ccc(S(=O)(=O)N3CCOCC3)cc2[N+](=O)[O-])CC1	1	0	1	21	10	-12	-2
O=C(N[C@H]1CC[C@H](CCNC(=O)C2CCOCC2)O[C@@H]1CO)c1ccccn1	-2	7	2	1	2	-1	-4
Cn1c(CN2CCCCC2)nc2cc(NS(=O)(=O)c3ccc(F)cc3)ccc21	4	3	0	-6	0	-6	0
C/C(=N\NC(N)=S)c1ccc(Cl)s1	3	-3	-2	6	-2	4	-5
CNC[C@@H]1OCCCC[C@H](C)Oc2ccc(NS(=O)(=O)c3cccs3)cc2C(=O)N([C@H](C)CO)C[C@@H]1C	.	-8	1	-3	-1	-1	3
COCC(=O)N(C)C[C@@H]1Oc2cc(-c3cccnc3)ccc2S(=O)(=O)N([C@@H](C)CO)C[C@H]1C	-13	-12	0	.	7	-9	0
CCOc1ccc(NC(=O)NCc2cccnc2)cc1	-3	13	9	14	-2	.	-3
C[C@@H]1CN([C@@H](C)CO)C(=O)c2cc(NS(=O)(=O)c3ccccc3)ccc2O[C@H]1CN(C)Cc1ccc(Oc2ccccc2)cc1	-25	22	.	-27	.	6	.
CCOC(=O)C[C@H]1c2cc(F)ccc2S(=O)(=O)N1C(C)C	-3	8	0	-10	20	-5	.
Cc1ccc(S(=O)(=O)N(C)C[C@H]2Oc3ccc(NS(=O)(=O)c4ccccc4)cc3CC(=O)N([C@H](C)CO)C[C@@H]2C)cc1	8	-9	1	-6	0	-6	1
O=C(C[C@@H]1CC[C@H]2[C@@H](COC[C@H](O)CN2Cc2nccs2)O1)NCc1ccccc1	-1	-14	0	3	3	0	-4
O=C(NCc1nc2ccccc2[nH]1)C1=C[C@@H](c2csc3ccccc23)C[C@@H](OCc2ccc(CO)cc2)O1	-6&20	4	-2&-3	-14&26	20&0	12&-8	5
CN(C)CCN1C(=O)c2ccccc2C1=O	-1	11	-1	1	-7	-3	.
Cc1noc(C)c1S(=O)(=O)N(C)C[C@H]1OCCCC[C@@H](C)Oc2ccc(NC(=O)Cc3ccccc3)cc2C(=O)N([C@H](C)CO)C[C@@H]1C	-21	3	0	-5	-4	-22	-2
CO[C@@H]1CN(C)C(=O)c2cc(NC(=O)C3CCC3)ccc2OC[C@@H](C)N(Cc2nccs2)C[C@H]1C	5	3	1	-11	5	-7	-3
